Source: PubChem
Glioma ERSR ind: induces the endoplasmic reticulum stress response in human glioma cells. U87-MG GRP78 promoter luciferase reporter, 16 h. Potency, µM, inactives show at the top dose activation, actives largely listed as activators. 0.02% of 420,000 active. AID 602332; note: potency is the fitted concentration of half-maximal effect; series mostly up to about 76 µM; % of control where 0% means no effect; nearly all actives have a fitted effect of over 35% in size
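Stably transfected U87-MG human glioma cells carrying a GRP78-based luminescent sensor were seeded at 1000 cells/well, pin-dosed with compounds and incubated 16 h. Luciferase reagent was then added, and end-point luminescence was read after 10 min at room temperature.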
POLH inh: DNA polymerase eta (human) inhibition; recombinant Pol eta, fluorescent DNA replication assay; Q9Y253; 1.2% of 390,000 active; Potency, µM (series often up to 114 µM), inactives show at the highest dose activity change, negative = inhibition, most hits filed as inhibitors; note: potency is the fitted concentration of half-maximal effect; % is set by controls: 0 for no effect and ±100 for the full control effect
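Pol eta at 10 nM preincubated with compounds 15 min at room temperature; reaction started with fluorescent substrate (50 nM final) and read kinetically at 0 and 10 min.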
BLM inh: Bloom syndrome helicase (human) inhibition | P54132 | 0.2% of 350,000 active | recombinant BLM DNA unwinding, fluorescence dequenching | Potency, µM (top dose mostly 56.1 µM), inactives show at the highest dose activity change, negative = inhibition, actives largely listed as inhibitors;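 note: potency is the fitted concentration of half-maximal effect; plate controls were vehicle for no effect and no enzyme for full effect; nearly all actives have a fitted effect of over 35% in size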
Apoferritin bind: binds horse apoferritin like a general anesthetic | apoferritin/1-aminoanthracene competitive binding, fluorescence | Potency, µM (doses to about 77.5 µM), inactives show top-dose activity change, negative = displacement, hits mostly inhibitors | 0.074% of 350,000 active | P02791; note: potency is the fitted concentration of half-maximal effect; % is set by controls: 0 for no effect and ±100 for the full control effect; nearly all actives have a fitted effect of over 20% in size
Target sequence (P02791 2-175 limits assumed): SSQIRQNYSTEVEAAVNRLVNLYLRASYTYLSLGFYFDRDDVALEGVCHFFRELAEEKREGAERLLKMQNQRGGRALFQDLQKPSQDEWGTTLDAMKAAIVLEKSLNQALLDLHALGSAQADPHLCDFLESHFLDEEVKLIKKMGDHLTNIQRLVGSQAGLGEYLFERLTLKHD
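Concentration-response curves derived by four-parameter Hill fitting of normalized fluorescence, where compounds displaced 1-AMA from 10 uM horse apoferritin following a brief 10 min room-temperature incubation; propofol titration acted as positive control.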
Pol kappa inh: DNA polymerase kappa (human) inhibition | purified Pol kappa, fluorescent DNA synthesis assay, 10 min | Potency, µM (titrated, usually from 107 µM), for the others: at the highest dose activity, negative = inhibition, actives largely listed as inhibitors | 0.53% of 400,000 active; note: potency is the fitted concentration of half-maximal effect; % is set by controls: 0 for no effect and ±100 for the full control effect
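10 nM Pol kappa preincubated 15 min at room temperature with compounds, then reaction started with substrate at 50 nM final. Fluorescence read kinetically at 0 and 10 min; buffer-only wells served as negative control.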
APE1 inh: APE1 (human) endonuclease inhibition. Potency, µM (top dose mostly 65.8 µM), for the others: at the top dose activity change, negative = inhibition, most hits filed as inhibitors. P27695. 0.35% of 350,000 active. recombinant APE1, TAMRA/BHQ-2 abasic DNA cleavage fluorescence;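 note: potency is the fitted concentration of half-maximal effect; plate controls were vehicle for no effect and reference inhibitor for full effect; nearly all actives have a fitted effect of over 55% in size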
Target sequence (P27695 whole entry, looked up): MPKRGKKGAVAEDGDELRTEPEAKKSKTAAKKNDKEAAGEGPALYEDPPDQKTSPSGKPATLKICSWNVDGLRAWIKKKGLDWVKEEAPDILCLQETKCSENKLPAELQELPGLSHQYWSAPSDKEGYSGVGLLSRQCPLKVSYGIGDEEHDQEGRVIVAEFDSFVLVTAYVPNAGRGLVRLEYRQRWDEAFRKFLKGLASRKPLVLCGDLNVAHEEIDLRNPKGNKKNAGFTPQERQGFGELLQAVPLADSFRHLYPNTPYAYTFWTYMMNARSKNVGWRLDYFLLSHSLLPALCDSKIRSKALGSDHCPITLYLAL
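APE1 at 0.75 nM preincubated 15 min at room temperature with compound. Reaction then started with 50 nM double-stranded THF-abasic substrate labelled with TAMRA/BHQ-2, and 525/598 nm fluorescence read kinetically. Activity taken as third-minus-first read difference, normalized to DMSO and NSC13755 controls.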
LDHA inh: blocks human lactate dehydrogenase A | activity change, % (values are at about 110 or 230 µM) | 0.15% of 480,000 active | P00338 | purified LDHA, NADH/diaphorase-resazurin fluorescence; hits give low values; in the data active = activity change below about -30%; inconclusive = mostly about -25% to -30%;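 note: plate controls were DMSO wells for no effect and wells without enzyme for full effect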
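Enzyme activity of human lactate dehydrogenase 5 (2 nM; 0.06 mM NADH, 0.2 mM pyruvate, 5 min, RT) is measured via a resazurin/diaphorase fluorescence readout of residual NADH.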
POLB inh: DNA polymerase beta (human) inhibition; P06746; Pol beta primer extension/strand displacement, fluorescence kinetic; Potency, µM (doses to about 114 µM), without a hit: top-dose activity change, negative = inhibition, usual class: inhibitors; 1.3% of 340,000 active; note: potency is the fitted concentration of half-maximal effect; % is set by controls: 0 for no effect and ±100 for the full control effect
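Pol beta (10 nM) and compounds were preincubated 15 min at room temperature, then 50 nM substrate (final) started primer extension/strand displacement. Reads were taken at 0 and 10 min; concentration-response data were fitted to a four-parameter Hill equation.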
POLI inh: DNA polymerase iota (human) inhibition; Q9UNA4; Pol iota fluorescent replication assay, 10 min; Potency, µM (series often up to 115 µM), for inactives: top-dose activity, negative = inhibition, hits mostly inhibitors; 1% of 390,000 active; note: potency is the fitted concentration of half-maximal effect
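Fluorescent replication assay read twice, at 0 min and 10 min after adding 50 nM (final) substrate. Enzyme (10 nM) and compounds were first incubated 15 min at room temperature; enzyme-free buffer wells were negative controls.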
Numbers without * were called inactive; ? = inconclusive; . = no result given; & = joins results of further samples; [ ] = remark or other dose. Unless noted, calls come from the whole dose curve; as a rule, active = well fitted curve in the direction sought with a large enough effect; inconclusive = small, poorly fitted or top-dose-only effect, or another doubt; inactive = no such curve, though single readings can be large; an effect the other way counts as inactive or inconclusive. These rows are one share of the data; rates above refer to the full screens.

Results follow in this order: Glioma ERSR ind	POLH inh	BLM inh	Apoferritin bind	Pol kappa inh	APE1 inh	LDHA inh	POLB inh	POLI inh
1	NC(=O)C1CCN(C(=O)c2ccc3nc(-c4ccccc4)c(-c4ccccc4)nc3c2)CC1
    -2%	-19%	-2%	-12%	-4%	3%	-3	2%	33%[activator]
2	CSCc1cc(N2CCOCC2)nc(-c2ccccc2)n1
    -7%	-5%	-5%	-11%	-5%	-1%	-8	-22%	45%[activator]
3	O=C(CNc1ccc2ccccc2c1)N/N=C/C=C/c1cccc([N+](=O)[O-])c1
    -1%	16µM*	-13%	-3%	-10%	33%[activator]	1	?	?
4	CSCCC(NS(=O)(=O)c1ccc(Cl)cc1)C(=O)OCC(=O)NC12CC3CC(CC(C3)C1)C2 (stereo not given)
    2%	-7%	-13%	?	-7%	-4%	-4	1%	-16%
5	N=C1/C(=C\c2ccc(OC(=O)c3ccco3)cc2)C(=O)N=C2SC(N3CCCCC3)=NN12
    0%	?	-8%	-23%	?	-36%	4	-5%	?
6	O=C(CCC1CCCC1)Nc1cc(Cl)ccc1N1CCOCC1
    3%	-16%	.	.	-15%	16%	2	.	-4%
7	CC(Sc1nncn1C)C(=O)Nc1ccc(N2CCCCC2)cc1 (stereo not given)
    6%	-9%	.	.	-4%	0%	3	.	21%
8	CCOC(=O)Cn1c(=O)c2c(nc3n2CCN3c2ccc(CC)cc2)n(C)c1=O
    .	.	-4%	-9%	0%	.	-4	?	35%[activator]
9	CCCOc1ccc(C(=O)Nc2ccc(S(=O)(=O)NC3=NCCCCC3)cc2)cc1
    -1%	-15%	.	.	-6%	27%	2	.	-11%
10	Cc1ccc(NC(=O)C2CC2C)c(Cl)c1 (stereo not given)
    4%	0%	-1%	-17%	7%	5%	0	22%	1%
11	COc1ccc(CCN(C(=O)c2ccc(F)cc2)C2=CC3CCC(C2)N3C)cc1OC (stereo not given)
    -6%	-8%	-1%	-7%	-8%	-1%	4	75%	-14%
12	c1ccc(-c2nnc(-c3ccco3)n2-c2ccccc2)cc1
    0%	4%	6%	-5%	1%	15%	-14	-17%	4%
13	COc1ccc(-c2noc(C3CC(=O)N(c4ccccc4)C3)n2)c(OC)c1 (stereo not given)
    0%	-17%	-2%	-10%	-4%	.	0	-1%	31%[activator]
14	O=C(CNC(=O)c1ccc(Cl)cc1)NCCCn1ccnc1
    -1%	-12%	1%	-13%	1%	1%	-4	10%	1%
15	COC(=O)/C(=C\c1cccnc1)NC(=O)c1ccc(OCc2ccccc2)cc1
    -4%	5%	-5%	-18%	-6%	-5%	-2	16%	-11%
16	Cn1c(C(=O)O)cc2c(=O)n3ccccc3nc21
    2%	-3%	2%	233%[activator]	-14%	-2%	0	26%	32%[activator]
17	CCOc1ccc(CN2CCNC(=O)C2CC(=O)NCCCn2ccnc2)cc1 (stereo not given)
    -4%	-17%	-4%	-6%	13%	-4%	4	-22%	10%
18	O=C1N=C2SCCN2/C1=C\c1ccc(Cl)cc1
    -13%	3%	-16%	-24%	-19%	10%	-5	12%	?
19	Cc1nn(Cc2ccccc2)c(Cl)c1C(=O)NCc1ccc(C)n1C
    -3%	?	-6%	-24%	-2%	-2%	-1	-1%	31%[activator]
20	Cn1nnnc1SCCNCc1ccc(F)cc1
    -3%	-15%	5%	5%	-9%[60.1 µM]	.	2	-23%	38%[activator]

Reformatted with each value named: part of the list above
#14 O=C(CNC(=O)c1ccc(Cl)cc1)NCCCn1ccnc1
  Glioma ERSR ind: -1%; POLH inh: -12%; BLM inh: 1%; Apoferritin bind: -13%; Pol kappa inh: 1%; APE1 inh: 1%; LDHA inh: -4; POLB inh: 10%; POLI inh: 1%

#9 CCCOc1ccc(C(=O)Nc2ccc(S(=O)(=O)NC3=NCCCCC3)cc2)cc1
  Glioma ERSR ind: -1%; POLH inh: -15%; BLM inh: .; Apoferritin bind: .; Pol kappa inh: -6%; APE1 inh: 27%; LDHA inh: 2; POLB inh: .; POLI inh: -11%

#4 CSCCC(NS(=O)(=O)c1ccc(Cl)cc1)C(=O)OCC(=O)NC12CC3CC(CC(C3)C1)C2 (stereo not given)
  Glioma ERSR ind: 2%; POLH inh: -7%; BLM inh: -13%; Apoferritin bind: ?; Pol kappa inh: -7%; APE1 inh: -4%; LDHA inh: -4; POLB inh: 1%; POLI inh: -16%

#2 CSCc1cc(N2CCOCC2)nc(-c2ccccc2)n1
  Glioma ERSR ind: -7%; POLH inh: -5%; BLM inh: -5%; Apoferritin bind: -11%; Pol kappa inh: -5%; APE1 inh: -1%; LDHA inh: -8; POLB inh: -22%; POLI inh: 45%[activator]

(further entries)
Results follow in this order: Glioma ERSR ind	POLH inh	BLM inh	Apoferritin bind	Pol kappa inh	APE1 inh	LDHA inh	POLB inh	POLI inh
21	CCOc1ccc(-n2c(=S)sc3c(=O)[nH]c(SCC(=O)NC(C)CC)nc32)cc1 (stereo not given)
    2%	-2%	?	-6%	-2%	14%	-2	32%	11%
22	COC(=O)C1CCN(c2csc3ccc(C)cc3c2=O)CC1
    -4%	-7%	1%	1%	-8%[60.1 µM]	.	1	1%	10%
23	CCOC(=O)C1CCCN(C(=O)c2ccc(S(=O)(=O)N3CCOCC3)cc2)C1 (stereo not given)
    -2%	-8%	.	.	1%	12%	-15	.	-6%
24	O=C1NC2(CCCCC2)C(=O)N1CC(=O)N(Cc1ccccc1)c1ccccc1
    -9%	1%	-1%	?	-7%	-8%	6	25%	14%
25	Cc1cc(C)c(OCCCCCn2ccnc2)c(C)c1
    -4%	4%	-3%	-22%	-15%	14%	-3	5%	4%
26	NNC(=O)c1nn(-c2ccc(Cl)cc2)ccc1=O
    -3%	-1%	-5%	-20%	-15%	0%	-4	14%	-8%
27	COc1ccc(NC(=O)c2cnc(N3CCCC3)nc2)cc1OC
    .	.	-4%	-10%	-7%[60.1 µM]	.	4	1%	57%[activator]
28	O=C(c1ccc(SCc2ccco2)c([N+](=O)[O-])c1)N1CCOCC1
    2%	-2%	-4%	-15%	-9%	-10%	-4	36%	47%[activator]
29	COc1ccc(OC)c2[nH]c(=O)c(CCNC(=O)c3ccc(Br)o3)cc12
    -1%	-1%	-1%	-10%	-4%	0%	0	3%	1%
30	COc1ccc(CNC(=O)CN2CCN(S(=O)(=O)c3cc(Br)ccc3Br)CC2)cc1OC
    -6%	-13%	.	.	-1%	-5%	-7	.	23%
31	CCc1ccc(-c2nn[nH]n2)cc1
    2%	-14%	-4%	-11%	-6%	-1%	-6	10%	7%
32	CCOC(=O)CNC(=O)CSc1nc2cccnc2n1C
    0%	3%	-1%	-6%	-22%	3%	1	32%	5%
33	Cc1cc(C)c(C)c(S(=O)(=O)N2CCN(C(=O)C3CSC4(C)CCC(=O)N34)CC2)c1C (stereo not given)
    -5%	-14%	.	.	-20%	5%	-4	.	-4%
34	CCN(CC)C(=O)Cn1cc(C(=O)C(=O)NCc2ccco2)c2ccccc21
    0%	-15%	-7%	-13%	-13%	6%	-6	25%	72%[activator]
35	COc1cccc(/C=N/n2cnc3cc(C)c(C)cc32)c1OC
    -10%	-12%	-4%	0%	4%	0%	-5	-6%	-7%
36	C[C@H](O)[C@@H]1C(=O)N2CCc3ccc(-c4cccc(F)c4)cc3[C@@H]2C[C@@H]1N(C)C(=O)Nc1ccccc1
    -1%	-12%	.	.	6%	.	1	.	8%
37	Cc1noc(C)c1S(=O)(=O)N(CC(=O)NC(C)c1ccccc1)c1ccc(C(C)C)cc1 (stereo not given)
    2%	-17%	2%	-7%	4%	34%	-1	3%	-21%
38	Cc1ccc(CNc2nc3ccc(Cl)cc3n3nnnc23)cc1
    -3%	-15%	-1%	-1%	8%	.	7	11%	9%
39	Cc1ccc(S(=O)(=O)N2CCN(C(=O)c3cc(S(=O)(=O)N(C)C)ccc3N3CCCC3)CC2)c(C)c1
    0%	-22%	.	.	-3%	1%	-1	.	16%
40	O=C(C1=C[C@@H](c2ccc(C(F)(F)F)cc2)C[C@@H](OCc2ccc(CO)cc2)O1)N1CCOCC1
    -2%	-7%	0%	-2%	-3%	-4%	-11	-14%	15%

3 neighbouring entries from above, for reference:
Results follow in this order: Glioma ERSR ind	POLH inh	BLM inh	Apoferritin bind	Pol kappa inh	APE1 inh	LDHA inh	POLB inh	POLI inh
38	Cc1ccc(CNc2nc3ccc(Cl)cc3n3nnnc23)cc1
    -3%	-15%	-1%	-1%	8%	.	7	11%	9%
39	Cc1ccc(S(=O)(=O)N2CCN(C(=O)c3cc(S(=O)(=O)N(C)C)ccc3N3CCCC3)CC2)c(C)c1
    0%	-22%	.	.	-3%	1%	-1	.	16%
40	O=C(C1=C[C@@H](c2ccc(C(F)(F)F)cc2)C[C@@H](OCc2ccc(CO)cc2)O1)N1CCOCC1
    -2%	-7%	0%	-2%	-3%	-4%	-11	-14%	15%

(next part)
Results follow in this order: Glioma ERSR ind	POLH inh	BLM inh	Apoferritin bind	Pol kappa inh	APE1 inh	LDHA inh	POLB inh	POLI inh
41	c1ccc(Cc2nnc3sc(-c4cccs4)nn23)cc1
    2%	2%	2%	7%	-12%	-1%	-11	4%	-11%[58.9 µM]
42	CCOc1ccccc1C1C2C(=O)N(c3ccccc3)C(=O)C2ON1c1ccccc1 (stereo not given)
    -4%	-18%	-7%	-5%	-7%	11%	1	5%	56µM*
43	COC(=O)c1cccnc1-n1c(=O)c2cccnc2n(Cc2cccc(C(F)(F)F)c2)c1=O
    -4%	-24%	-5%	?	-18%	-3%	-3	17%	16%
44	COC(=O)c1ccc2c(=O)n(CC3CCCO3)c(SCC(=O)Nc3ccc(OC)cc3OC)nc2c1 (stereo not given)
    -5%	-3%	-3%	31%[activator]	-10%	-7%	-4	-2%	42%[activator]
45	COC(=O)CN1C(=O)[C@@H]2[C@H](C1=O)[C@@H]1CC(C(=O)OC)=C[C@@H](C(=O)OC)C3C1=C(C(=O)C31CCCCC1)[C@@H]2C (stereo not given in full)
    -2%	.	-11%	-1%	-7%	-7%	.	.	12%
46	CC12CCCC(C(C#N)C(N)=O)(C1)NC(=O)C2C#N (stereo not given)
    4%	-7%	.	.	-11%	.	-8	.	0%
47	CCOC(=O)c1cn(CC(=O)Nc2cccc(Cl)c2C)nn1
    -3%&-5%	-27%&-12%	-1%&0%	-3%&-12%	-6%&-6%	5%	2&-12	0%&3%	13%&8%
